tim10-1 inh: tim10-1 yeast growth inhibition. S. cerevisiae tim10-1 ts strain growth, BacTiter-Glo, 24 h. AID 463190. actives 2.2% (n = 330,000). inhibition, % at 20 µM;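 active = inhibition of at least 40%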;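 also: mutant grown at 25 °C; 0% = DMSO wells with yeast and 100% = wells holding no yeast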
hIAP activ: increases human intestinal alkaline phosphatase activity; P09923; actives 0.16% (n = 330,000); purified human IAP, CDP-Star luminescence, 30 min; hits give high values; 1 = vehicle-only enzyme, 0 = enzyme-free background; activation factor at 10 µM;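 active = activation factor of the enzyme at least 2-fold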; also: the source names both 10 and 20 µM as test concentration; values of inactives mirror those of a sister screen read the other way
Target sequence (P09923 whole entry, looked up): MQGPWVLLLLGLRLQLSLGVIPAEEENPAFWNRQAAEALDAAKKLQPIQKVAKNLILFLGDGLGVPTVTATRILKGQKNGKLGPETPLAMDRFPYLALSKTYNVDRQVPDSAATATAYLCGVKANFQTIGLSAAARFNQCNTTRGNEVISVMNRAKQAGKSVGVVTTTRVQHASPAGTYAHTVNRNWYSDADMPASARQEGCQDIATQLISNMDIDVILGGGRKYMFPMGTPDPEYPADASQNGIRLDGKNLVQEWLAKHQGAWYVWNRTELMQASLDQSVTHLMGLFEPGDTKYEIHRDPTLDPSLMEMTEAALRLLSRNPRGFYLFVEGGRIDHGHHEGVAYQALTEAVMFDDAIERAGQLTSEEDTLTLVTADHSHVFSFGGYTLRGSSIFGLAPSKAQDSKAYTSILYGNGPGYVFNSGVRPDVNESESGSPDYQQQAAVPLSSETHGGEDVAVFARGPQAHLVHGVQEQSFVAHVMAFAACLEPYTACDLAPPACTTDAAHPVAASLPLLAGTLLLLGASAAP
TIM10 inh: TIM10 yeast growth inhibition; inhibition, % at 10 µM; actives 1.4% (n = 330,000); S. cerevisiae TIM10 strain growth, BacTiter-Glo luminescence, 24 h;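 active = inhibition of 40% or more at the single tested concentration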;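 also: wild-type TIM10 isogenic control strain grown at permissive 25 °C; 0% = DMSO yeast wells and 100% = minimal medium wells without yeast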
Apaf1 inhib: blocks human Apaf-1 apoptosome activity | O14727 | actives 0.71% (n = 330,000) | reconstituted apoptosome caspase-3 activity, DEVD-Rh110 fluorescence | inhibition, % at 20 µM | AID 489030; active = inhibition of at least 40% at 20 µM;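 also: plate controls were DMSO wells for no effect and DEVD-CHO caspase inhibitor wells for full effect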
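Assay system: Apoptosome proteins | Medium: pH 7.5 Hepes buffer with CHAPS, BSA, DTT | Also added: Cytochrome c and DEVD-Rh110 substrate | Times: 30 min plus 50 min, RT | Detection: Rhodamine 110 fluorescence at Ex 480/Em 540 nm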
mIAP act: mouse IAP activation; muIAP, CDP-Star luminescence, 30 min; hits give high values; 1 = vehicle-only enzyme signal, 0 = enzyme-free wells; activation factor at 10 µM; actives 0.24% (n = 330,000);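 active = activation factor of at least 2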; also: the source names both 10 and 20 µM as test concentration; values of inactives mirror those of a sister screen read the other way
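also added = chemiluminescent substrate CDP-Star | test system = mouse IAP enzyme | signal = chemiluminescence readout | compound = DMSO-dissolved test compounds | incubation = 30 min at room temperature | benchmarks = DMSO wells, no-enzyme wells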
NLRP3 yeast inh: inhibitors of NALP3 inflammasome in yeast. Yeast reconstituted NLRP3/ASC/caspase-1, beta-gal luminescence, 24 h. inhibition, % at 10 µM. actives 0.39% (n = 330,000);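 active = inhibition of 50% or more; inactive = inhibition below 50%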;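 also: plate controls were induced DMSO wells for no effect and uninduced yeast grown without galactose for full effect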
mIAP inh: blocks mouse intestinal alkaline phosphatase. inhibition, % at 10 µM. actives 0.2% (n = 330,000). AID 2806. purified mouse IAP, CDP-Star luminescence, 30 min;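 active = inhibition of at least 40% at 10 µM in the primary screen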;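 also: plate controls were DMSO with enzyme for no effect and no enzyme wells for full effect; values of inactives mirror those of a sister screen read the other way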
ATG4B inhibitor: ATG4B (human) cysteine protease inhibition | AID 504462 | ATG4B cleavage of LC3-PLA2, NBD-HPC fluorescence, 1 h | inhibition, % at 8.33 µM | actives 0.51% (n = 340,000); in the data active = inhibition above about 40%
Target sequence (Q9Y4P1 whole entry, looked up): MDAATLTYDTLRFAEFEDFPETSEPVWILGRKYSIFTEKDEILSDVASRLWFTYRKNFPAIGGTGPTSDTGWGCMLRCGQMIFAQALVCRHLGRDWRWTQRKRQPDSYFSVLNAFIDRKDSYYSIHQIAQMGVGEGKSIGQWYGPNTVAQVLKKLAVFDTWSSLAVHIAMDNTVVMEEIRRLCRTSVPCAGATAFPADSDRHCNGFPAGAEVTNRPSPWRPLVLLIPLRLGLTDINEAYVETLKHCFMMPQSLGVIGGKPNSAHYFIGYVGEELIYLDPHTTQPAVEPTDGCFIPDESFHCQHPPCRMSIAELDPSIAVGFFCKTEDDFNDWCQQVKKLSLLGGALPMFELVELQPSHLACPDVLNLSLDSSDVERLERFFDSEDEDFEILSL
hIAP inh: human IAP inhibition. purified IAP, CDP-Star luminescence, 30 min. inhibition, % at 10 µM. actives 0.12% (n = 330,000). AID 2544;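 active = inhibition reaching a set limit with compound at 10 µM in the primary screen, cut at about 35% in these data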;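 also: plate controls were DMSO wells with enzyme for no effect and no-enzyme buffer wells for full effect; values of inactives mirror those of a sister screen read the other way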
Starred values were filed as active, the others as inactive. Rows were taken by chance. Share with any hit: about 4.5%.

Each structure is followed by: tim10-1 inh	hIAP activ	TIM10 inh	Apaf1 inhib	mIAP act	NLRP3 yeast inh	mIAP inh	ATG4B inhibitor	hIAP inh
- CCN(CC)c1ccc(/C=N/N2CCN(Cc3ccccc3)CC2)c(O)c1
→ -11	0.85	5	-50	1	30	0	6	15
- O=C(CCS(=O)(=O)c1ccccc1)NC1CCCCC1
→ 3	1	10	-2	1	5	0	-1	-4
- CCc1cccc(NC(=O)CNC(=O)N2CC(=O)Nc3ccccc32)c1
→ 14	1.1	-1	2	0.97	6	3	-10	-11
- Cc1ccc(-c2n[nH]c(=O)c3ccccc23)cc1S(=O)(=O)Nc1ccccc1
→ 17	0.9	8	11	0.96	8	4	2	10
- COc1cc(-c2[nH]ncc2CN2CCc3sccc3C2)cc(OC)c1OC
→ 17	1.1	1	3	0.93	6	7	-7	-8
- COc1ccc(CN(CC2CCCO2)C(=O)CN2C(=O)C(C)Oc3ccc(C)cc32)cc1OC (centres undefined)
→ 23	1.3	-6	14	1.1	17	-7	-8	-27
- Cc1ccc(S(=O)(=O)N2CCCCC2)cc1NC(=O)CSCC(=O)O
→ -9	1	-4	3	1.1	16	-13	-2	0
- O=C(NCCC1=CCCCC1)C(=O)NCC(c1ccco1)N1CCN(c2ccccc2)CC1 (centres undefined)
→ 6	0.83	7	0	0.97	15	3	-6	17
- COCCn1nnnc1CN1CCN(C(=O)c2ccco2)CC1
→ -17	0.96	12	-1	0.94	11	6	-3	4
- CCN(CC(=O)Nc1ccc(NC(C)=O)cc1)C(=O)CCCc1nc2ccccc2c(=O)[nH]1
→ 3	1.2	5	7	1	-9	-4	2	-23
- CC1=NN(c2ccc(C)cc2)C(=O)/C1=C\c1ccc(Br)s1
→ 21	1	20	89*	0.95	-3	5	5	0
- COc1ccc(S(=O)(=O)N2CCOCC2)cc1NC(=O)CN1CCN(C)CC1
→ 10	1.1	7	-5	0.92	6	8	-7	-12
- NS(=O)(=O)c1cccc(NC(=O)c2cccc(-c3ccc(O)cc3)c2)c1
→ -23	0.82	0	4	1	16	-1	-14	18
- COc1cc(/C=C(\C#N)C(=O)NCC2CCCO2)ccc1OCC(N)=O (centres undefined)
→ 18	1.2	-3	0	1.1	7	-7	1	-23
- COc1ccc(N(CC(=O)N/N=C/c2cccnc2)S(=O)(=O)c2ccc(C)cc2)cc1OC
→ -9	0.9	3	5	0.99	18	1	-9	10
- COC(=O)CSc1ccc2nnc(CCNS(=O)(=O)c3ccccc3)n2n1
→ 2	0.98	7	-15	0.97	10	3	-2	2
- COc1ccccc1CC(=O)Nc1ccc(S(=O)(=O)N2CCOCC2)cc1
→ 25	1.1	-2	-6	0.95	32	5	-8	-6
- CCN(CC)c1ccc(S(=O)(=O)N2CCCCC2)cc1NC(=O)C1CCC1
→ 25	0.99	15	12	0.95	18	5	4	1
- CCN(CC)CCOC(=O)c1cccc(OC)c1
→ 14	0.94	8	5	1	2	-1	-4	6
- COc1ccc(CNC(=O)CSc2nnc3c(n2)[nH]c2ccccc23)cc1
→ 3	1.1	-23	1	0.99	8	1	5	-6
- COc1cc(C(=O)Nc2cc(C)c(OCC(=O)N3CCOCC3)c(C)c2)cc(OC)c1OC
→ -8	1.1	-1	-4	1.1	10	-13	-18	-13
- Cc1ccc(OCC(=O)Nc2ccc(S(=O)(=O)Nc3ccccn3)cc2)cc1C
→ -29	1.1	-4	0	1.1	10	-6	1	-14
- CCOc1ccc(NCc2nnc(SCC(=O)Nc3nc(-c4ccccc4)cs3)n2-c2ccccc2)cc1
→ 16	0.99	12	6	0.96	6	4	5	1
- O=C(c1ccc2c(c1)OCO2)N1CCN(c2ccccn2)CC1
→ 14	1.1	-8	-1	1.1	25	-9	-1	-10
- O=C(NCc1ccccn1)Nc1ccc(Br)cc1Cl
→ 8	1.1	2	2	1	33	-4	-1	-13
- NS(=O)(=O)c1ccc(NC(=O)CSC2=NC(=O)C(c3ccccc3)C(=O)N2)cc1 (centres undefined)
→ 14	1	-12	-4	0.99	18	1	0	-3
- C[C@]12C=CC(=O)C=C1CCC1C2CC[C@@]2(C)C1CCC21OCCO1 (some centres undefined)
→ 5	1.1	6	3	0.97	27	3	-4	-7
- C=CC[n+]1c(-c2ccc(OCC)cc2)csc1NNC(=O)Nc1ccccc1
→ 38	1.3	1	14	1.1	23	-10	1	-31
- CCOC(=O)c1ccc(N2C(=O)c3n[nH]c(C)c3C2c2ccc(OC)cc2OC)cc1 (centres undefined)
→ 23	1.2	17	16	0.94	10	6	-8	-23
- O/N=C1/CCCCc2sccc21
→ 6	1	8	9	1.1	-27	-12	4	-3
- Cn1cc(CCNC(=O)CC2C(=O)NCCN2Cc2cccc(Oc3ccccc3)c2)cn1 (centres undefined)
→ 27	1.1	23	10	0.99	9	0	3	-10
- CN(C)S(=O)(=O)c1ccc(C(=O)OCC(=O)c2ccc(OC(F)F)cc2OC(F)F)cc1
→ 19	1.2	-1	11	0.87	4	13	7	-21
- CC(=O)c1cccc(NC(=O)c2ccc(S(=O)(=O)N3CCCCC3)cc2)c1
→ 20	1.2	-2	-6	1	17	-2	-14	-19
- Cc1ccc(SCCCn2cncn2)cc1
→ 7	0.95	1	-5	0.96	15	4	-8	5
- N#Cc1c(N)nc2c(c1N)CC(CO)O2 (centres undefined)
→ 9	1	7	-4	1	9	0	10	-3
- CN(C)/C=C/C(=C\C(=O)C(F)(F)F)Nc1ccc(C(F)(F)F)cc1
→ -6	1.1	5	9	1	9	-2	-7	-8
- O=C(O)CCC(=O)NC(c1ccccc1)c1ccccc1
→ -15	1.2	-2	3	1.1	4	-11	15	-17
- COc1ccccc1CNC(=O)c1ccc2nc(N3CCOCC3)sc2c1
→ -2	1.1	-9	1	1	8	-2	-1	-8
- CCCN[C@H]1CCc2nc(N)sc2C1
→ 2	0.85	5	-8	0.98	11	2	3	5
- CCOC(=O)N1CCC(=NNC(=O)c2cc3ccccc3cc2O)CC1
→ 0	0.99	11	9	0.83	-1	17	-6	1
- O=C(NC1CCN(S(=O)(=O)c2cccc(F)c2)CC1)c1ccc(F)cc1
→ 12	0.96	5	-5	1	-4	-4	-2	4
- CN(CCOc1ccc(Cl)cc1)C(=O)CNS(=O)(=O)c1ccc(N(C)C)c([N+](=O)[O-])c1
→ 20	0.92	9	24	0.91	13	9	-5	8
- O=C(Cn1nc(-c2ccco2)ccc1=O)Nc1cc(C(F)(F)F)ccc1Cl
→ 34	1.1	0	9	0.96	0	4	-10	-7
- Cc1cc(C(=O)CN2CCN(CC(=O)Nc3ccc(F)cc3)CC2)c(C)n1C1CC1
→ -7	0.97	1	1	1.2	5	-18	-10	3
- C=CCc1cc(Cl)ccc1OCCn1ccnc1
→ 18	1.2	12	2	1	26	-3	-1	-16
- CC(=O)N(C(C)=O)c1c(C#N)c(C)n(-c2ccccc2)c1C(=O)c1ccccc1
→ 41*	1.1	20	12	1.1	19	-13	3	-10
- CCOc1ccc(S(=O)(=O)n2ccc(C)n2)c2ccccc12
→ 17	1	14	10	0.99	31	1	0	-1
- CC(C)(C)c1ccc(S(=O)(=O)NCCOCC(F)(F)C(F)F)cc1
→ 11	0.9	13	0	1.1	22	-5	-15	10
- CN(C(=O)c1ccccc1Br)C1CCS(=O)(=O)C1 (centres undefined)
→ -13	0.88	2	0	0.95	19	5	0	12
- Cc1ccccc1NC(=O)CC1C(=O)NCCN1C(=O)c1cccc(Cl)c1 (centres undefined)
→ -4	1.2	-6	-1	1.1	8	-10	-2	-18

The list goes on.
Each structure is followed by: tim10-1 inh	hIAP activ	TIM10 inh	Apaf1 inhib	mIAP act	NLRP3 yeast inh	mIAP inh	ATG4B inhibitor	hIAP inh
- O=C(CSc1nnc(CN2CCOCC2)n1-c1ccc(Cl)cc1)N1CCc2ccccc21
→ 20	1.1	22	4	0.96	5	4	5	-15
- COc1ccc(-n2nnc3c(=O)n(Cc4ccccc4C)cnc32)cc1
→ 8	1.1	-16	1	0.95	16	5	4	-8
- Cc1cccc(Cn2cc3c(=O)n(Cc4cccc(F)c4)nc-3c3ccccc32)c1
→ -17	0.98	5	10	0.85	12	15	8	2
- COc1ccc(N2CCN(C(=O)CSc3nc4ccccc4c(=O)[nH]3)CC2)cc1
→ -11	0.89	13	4	0.98	6	2	-8	11
- COCCN1Cc2cccc(C(=O)Nc3ccccc3OC)c2C1=O
→ 14	0.98	-5	1	0.95	23	5	-2	2
- Cc1c(C(=O)N2CCCC2)sc(NC(=O)c2cccs2)c1C#N
→ 25	0.92	23	-7	1	8	-1	1	8
- COc1ccc(CCNC(=O)COC(=O)c2cncc(Br)c2)cc1OC
→ -2	0.98	-3	-4	1	5	-1	-6	2
- CSCCC(C(=O)NCc1cccs1)N1C(=O)c2ccccc2C1=O (centres undefined)
→ 5	1.1	5	9	0.97	4	2	-3	-6
- CCOc1ccc(NC(=O)c2ccccn2)cc1
→ 12	0.91	1	-9	1	17	-1	-6	9
- Cc1ccc2c(C(=O)CN3CCC4(CC3)OCCO4)c(C)[nH]c2c1
→ 5	0.99	6	-5	0.97	18	3	-5	0
- Cc1nn(-c2ccccc2)c(C)c1NC(=O)COC(=O)c1ccc(O)cc1O
→ -8	1.1	1	4	0.94	12	6	-1	-7
- COc1ccc(CNC(=O)CN(C(=O)c2csnn2)c2cccc(F)c2)cc1
→ -7	0.91	5	1	0.94	9	6	-3	9
- CCc1nc(N)nc(N)c1-c1ccc(Cl)cc1
→ 12	0.85	4	-6	1	14	0	-2	15
- Cc1c(C(=O)NC2CCN(Cc3ccccc3)C2)oc2ccc(Br)cc12 (centres undefined)
→ -3	0.86	13	17	0.97	37	3	0	14
- Cc1nc2sccn2c(=O)c1S(=O)(=O)Nc1ccc(N2CCN(C)CC2)cc1
→ 13	0.96	3	10	1	1	-2	5	4
- CC1CCCC(NC(=O)c2ccc(F)c(S(=O)(=O)N3CCOCC3)c2)C1C (centres undefined)
→ 16	1	-5	12	1	14	-4	10	-4
- O=[N+]([O-])c1cc(-c2n(-c3ccccn3)c3ccccc3[n+]2-c2ccccn2)ccc1Cl
→ 2	0.98	-2	4	0.99	17	1	-6	2
- COc1ccccc1-c1nnc(SCC(=O)O)n1-c1ccccc1
→ -2	1.1	5	-12	0.96	13	4	2	-12
- COc1cc(/C=C/C(=O)OCC(=O)N2CCCC2)ccc1OCC#N
→ -9	1	6	-5	1	0	-1	4	-1
- CCc1ccc(OCCNC(=O)c2ccco2)cc1
→ -17	0.87	6	12	1.1	22	-7	8	13
- Cc1ccc(NC(=O)CSc2nnc(C)c(=O)n2N)c(C)c1
→ 5	1	6	0	0.96	10	4	2	-3
- NC(=O)NC1CCCc2c1[nH]c1ccc(Cl)cc21 (centres undefined)
→ 14	1.1	9	15	1.1	26	-9	12	-6
- O=C(COC(=O)c1cccs1)NC1CCCCC1
→ 15	0.87	-17	-4	1	7	-1	-6	13
- Cn1c(=O)c2c(ncn2CC(=O)Nc2ccccc2N2CCOCC2)n(C)c1=O
→ -1	1	6	0	0.97	-4	3	9	-2

4 entries from above, sorted by their value in mIAP inh, rising.
SMILES	hIAP activ	mIAP act	NLRP3 yeast inh	mIAP inh	ATG4B inhibitor	hIAP inh
Cc1cc(C(=O)CN2CCN(CC(=O)Nc3ccc(F)cc3)CC2)c(C)n1C1CC1	0.97	1.2	5	-18	-10	3
CCN(CC)c1ccc(/C=N/N2CCN(Cc3ccccc3)CC2)c(O)c1	0.85	1	30	0	6	15
Cn1c(=O)c2c(ncn2CC(=O)Nc2ccccc2N2CCOCC2)n(C)c1=O	1	0.97	-4	3	9	-2
CC1=NN(c2ccc(C)cc2)C(=O)/C1=C\c1ccc(Br)s1	1	0.95	-3	5	5	0

Screening results: PubChem BioAssay, Sanford-Burnham Center for Chemical Genomics
